STK33 inh – human STK33 kinase inhibition | Q9BYT3 | purified STK33, MBP phosphorylation, ADP-Glo luminescence | 0.073% of 320,000 active | AID 2661 | inhibition, % at 10 µM;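 active means inhibition at or above 25%, using the most active replicate where run in duplicate; inactive means inhibition below 25%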
Target sequence (Q9BYT3 whole entry, looked up): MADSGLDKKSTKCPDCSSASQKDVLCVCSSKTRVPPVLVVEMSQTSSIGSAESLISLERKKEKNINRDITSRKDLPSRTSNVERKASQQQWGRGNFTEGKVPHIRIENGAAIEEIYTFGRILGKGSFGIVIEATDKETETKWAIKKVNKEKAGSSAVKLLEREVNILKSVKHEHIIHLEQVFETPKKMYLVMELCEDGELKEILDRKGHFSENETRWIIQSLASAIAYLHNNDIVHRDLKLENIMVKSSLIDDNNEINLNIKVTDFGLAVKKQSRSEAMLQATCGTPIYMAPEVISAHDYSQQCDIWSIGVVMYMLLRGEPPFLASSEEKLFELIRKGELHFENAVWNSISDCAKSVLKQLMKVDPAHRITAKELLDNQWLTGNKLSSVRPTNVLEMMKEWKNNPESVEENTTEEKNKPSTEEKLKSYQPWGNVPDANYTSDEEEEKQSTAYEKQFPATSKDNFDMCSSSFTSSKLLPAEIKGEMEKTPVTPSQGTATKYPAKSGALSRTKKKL
OX1R FRET antag – antagonists of human orexin 1 receptor (OX1R). 1.8% of 330,000 active. OX1R-expressing cells, FRET antagonist read-out. AID 485270. inhibition, % at 6.6 µM; in the data active means inhibition mostly above about 38%, no sharp cut-off; inactive means mostly below about 40%;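 further: 0% = agonist challenge alone and 100% = reference antagonist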
Target sequence (O43613 whole entry, looked up): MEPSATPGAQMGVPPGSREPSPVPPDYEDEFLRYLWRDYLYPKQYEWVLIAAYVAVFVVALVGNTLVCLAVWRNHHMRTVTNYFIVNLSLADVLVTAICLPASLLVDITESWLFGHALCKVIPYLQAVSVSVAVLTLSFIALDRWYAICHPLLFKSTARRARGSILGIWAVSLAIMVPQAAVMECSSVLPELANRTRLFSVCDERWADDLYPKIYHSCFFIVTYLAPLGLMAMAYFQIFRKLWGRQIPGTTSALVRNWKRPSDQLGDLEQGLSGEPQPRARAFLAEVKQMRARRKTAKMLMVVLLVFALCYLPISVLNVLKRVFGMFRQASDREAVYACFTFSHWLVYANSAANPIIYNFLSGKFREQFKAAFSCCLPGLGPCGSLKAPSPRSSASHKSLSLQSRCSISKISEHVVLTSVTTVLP
* hit, by the source's call; / = not tested or not shown.

SMILES	STK33 inh	OX1R FRET antag
CCCc1nnc(SCC(=O)Nc2cccc(C(F)(F)F)c2)o1	-0.7	17
COc1cc(CN2CCc3ccccc3C2)ccc1O	-2.1	10
CCSc1nnc(-c2cccc(S(=O)(=O)N(CC)CC)c2)n1Cc1ccccc1	1.4	9
COC(=O)c1c(-c2cccnc2)csc1NC(=O)c1cc(C)on1	0.1	6
COc1ccccc1NC(=O)CSc1nc(N)c(-c2ccccc2)c(=O)[nH]1	-0.9	10
OCc1cn(-c2ccc(Cl)cc2)nn1	1.4	10
C(=C\c1nc(-c2ccccc2)no1)/c1ccccc1	-0.1	6
O=C(COc1c(Br)cc(Br)c2cccnc12)N1CCCCC1	-1.2	15
CCOC(=O)C1=C(CN2CCc3ccccc32)NC(=O)NC1c1cccc([N+](=O)[O-])c1 (stereo unspecified)	-1.4	8
CC(O)c1cccc(NC(=O)CCCc2ccccc2)c1 (stereo unspecified)	0.9	13

SMILES	STK33 inh	OX1R FRET antag
COc1ccc(CNC(=O)C(=O)NCC2OCCN2C(=O)c2ccc(OC)cc2)cc1 (stereo unspecified)	1.2	-1
O=C(NCC(c1cccnc1)N1CCN(c2ccccc2F)CC1)OCc1ccccc1 (stereo unspecified)	1.0	43
Cc1ccc(N2CC(C(=O)OCc3ccc([N+](=O)[O-])cc3)CC2=O)cc1 (stereo unspecified)	0.1	20
COc1cc(/C=N/NC(=O)Cc2cccs2)c([N+](=O)[O-])cc1OC	-4.3	31
O=C(O)CN1C(=O)S/C(=C\c2cccnc2)C1=O	-0.7	8
O=c1[nH][nH]c(C(F)(F)F)c1C=NCc1cccc(Cl)c1	-0.3	13
CC(C)(C)NC(=O)NC(=O)COC(=O)CNC(=O)c1cc(Cl)cc([N+](=O)[O-])c1	0.4	68
Cc1nn(-c2ccccc2)c(C)c1/C=N/n1c(-c2ccc(Cl)cc2)n[nH]c1=S	-2.5	3
C=CCNC(=S)NNC(=O)COc1ccc(Br)cc1	-1.9	4
C#CCNC(=O)C1CCN(c2cc(C)nc(-c3ccccc3)n2)CC1	-0.4	22

SMILES	STK33 inh	OX1R FRET antag
COc1ccc(C(=O)OCc2cc(=O)n3c(C)csc3n2)cc1F	-1.1	7
Cc1ccc(N(CC(=O)N2CCCCCC2)S(=O)(=O)c2ccccc2)cc1	-0.1	19
CCC(Sc1nc(-c2ccccc2)cc(=O)[nH]1)C(=O)O (stereo unspecified)	1.6	-3
O=C(c1ccc(-c2cc(O)c3ncccc3c2)cc1)N1CCNCC1	0.5	17
COC(=O)c1cccc(NC(=O)c2nn(C)c(=O)c3ccccc23)c1	0.9	20
O=C(Nc1nnc(-c2ccc(Br)cc2)o1)C1=COCCO1	-0.9	19
COc1ccc(CC(=O)OCc2nnc(-c3ccccc3)o2)cc1	-1.5	12
O=C(N/N=C/c1cccc2ccccc12)c1cccs1	2.8	/
Cc1c2ccccc2nc2c(F)c(N(C)C)c(F)c(F)c12	-1.6	82*
O=C(C1=C[C@@H](c2ccc(C(F)(F)F)cc2)C[C@@H](OCCCCO)O1)N1CCOCC1	-0.2	3

SMILES	STK33 inh	OX1R FRET antag
COc1ccc(N2C(=O)CC(N3CCC(c4nc5ccccc5[nH]4)CC3)C2=O)cc1 (stereo unspecified)	0.4	11
CCOc1ccccc1N1C(=O)CC(Sc2ncccc2C(=O)O)C1=O (stereo unspecified)	-0.6	20
CCCN1CN(Cc2ccco2)c2nc3ccccc3n2C1	0.0	11
CCOC(=O)CC(NC(=O)c1ccc(C)cc1)c1ccc(OC)cc1 (stereo unspecified)	3.4	21
COc1cc(/C=N/NC(=O)c2cc3ccccc3[nH]2)ccc1O	4.2	46*
N/C(=N\OC(=O)c1cccc(Br)c1)c1ccc([N+](=O)[O-])cc1	-1.8	17
CC(=O)N1c2ccc(S(=O)(=O)NCCC(=O)N3CCC(C)CC3)cc2CC1C (stereo unspecified)	0.8	3
O=C(CC1NC(=S)NC1=O)c1ccc(Cl)cc1 (stereo unspecified)	-0.7	6
CCOc1ccccc1N(CC(=O)Nc1cc(OC)ccc1OC)S(=O)(=O)c1ccccc1	-0.6	/
COc1ccc(NC(=O)C(=O)Nc2cccc3cccnc23)cc1OC	-1.6	81*

Individual results from the entries so far.
CCOC(=O)C1=C(CN2CCc3ccccc32)NC(=O)NC1c1cccc([N+](=O)[O-])c1 (stereo unspecified) – OX1R FRET antag: 8
COC(=O)c1cccc(NC(=O)c2nn(C)c(=O)c3ccccc23)c1 – STK33 inh: 0.9
COc1ccccc1NC(=O)CSc1nc(N)c(-c2ccccc2)c(=O)[nH]1 – STK33 inh: -0.9

Next part:
SMILES	STK33 inh	OX1R FRET antag
COc1ccc(NC(=O)C2CCCN(C(=O)Nc3cccc(OC)c3)C2)cc1 (stereo unspecified)	-0.9	13
COc1ccc(Oc2cccc(Cl)c2CNC(=O)CC(C)(C)CC(=O)O)cc1	-0.7	-5
Cc1nc(NCCc2ccc(F)cc2)c(C#N)c(C)c1[N+](=O)[O-]	-0.7	25
CCOc1ccc(-n2c(SCC(=O)N3CCc4ccccc43)nnc2-c2c[nH]c3ccccc23)cc1	-0.9	-5
Cc1noc(C)c1COc1ccc(C(=O)Nc2nnc(CC(C)C)s2)cc1	-0.4	3
COc1ccc2cc(-c3csc(-c4cccnc4)n3)ccc2c1	-1.0	16
O=C(Cc1ccccc1[N+](=O)[O-])NCCCc1ccccc1	-16	-4
Cc1ccc(C(=O)OCC(=O)NCCC2=CCCCC2)s1	-0.1	10
Cc1ccccc1C(=O)Nc1nnc(SCC(=O)NCc2ccco2)s1	-1.0	27
Cn1cc(SCC(=O)N2CCCc3ccccc32)c2ccccc21	-1.1	6

SMILES	STK33 inh	OX1R FRET antag
O=C(O)c1ccc(C[n+]2c(-c3ccccc3)csc2Nc2ccccc2)cc1	-4.8	24
CCN(CC)c1ccc(/C=N/NC(=O)c2cnccn2)c(O)c1	-0.9	52
Cc1ccc(OCC(=O)Nc2cccc(O)c2)cc1C	-0.4	9
O=C(NCCOc1ccccc1)C1CCC(=O)N(CCc2ccc(Cl)cc2)C1 (stereo unspecified)	0.2	30
CCNc1nc(NCC)nc(SCCOC(=O)COc2ccc(Cl)cc2Cl)n1	-0.5	10
COC(=O)N/N=C/c1cc([N+](=O)[O-])cc(Br)c1O	-2.2	20
COc1ccccc1C(=O)Nc1cccnc1	0.1	17
CCCN1C(=O)S/C(=C/c2ccc(N3CCOCC3)o2)C1=O	0.2	30
Cc1cc(S(=O)(=O)NCCN2CCOCC2)ccc1Cl	-0.8	1
O=C(NN=C(Cc1ccccc1)Cc1ccccc1)C1CC1	0.3	13

SMILES	STK33 inh	OX1R FRET antag
CCOc1ccccc1Nc1ncnc2c1cnn2-c1ccccc1	-1.3	14
CCn1c(O)c(C2=c3ccccc3=NC2=O)c2cc(Br)ccc21	-0.3	22
O=[N+]([O-])c1cccc(/C=N/n2c(COc3ccccc3)n[nH]c2=S)c1	-2.0	14
O=C(c1cccc(-n2cccc2)c1)N1CCN(S(=O)(=O)c2c(F)cccc2F)CC1	-3.4	20
CC(C)(O)CNC(=O)C(Cc1ccccc1)N1C(=O)c2ccccc2C1=O (stereo unspecified)	-0.8	-9
Cc1cc(C)n(C(=O)c2ccc([N+](=O)[O-])c(Cl)c2)n1	-0.4	13
O=C1Nc2ccccc2OC1CC(=O)N1CCN(c2cccc(C(F)(F)F)c2)CC1 (stereo unspecified)	-1.3	15
O=C(C#Cc1ccccc1)Nc1ccc(F)cc1	-0.5	6
Cc1ccc(-n2c(C)nnc2SCC(=O)NNC(=O)c2ccco2)cc1	-3.2	8
CC1(C)CC(=O)C(N=Nc2cc3c(cc2[N+](=O)[O-])OCCO3)=C(O)C1	-1.9	31

SMILES	STK33 inh	OX1R FRET antag
COc1ccc(NC(=O)Nc2nnc(-c3ccncc3)s2)cc1	3.8	7
CCn1ncc(/C=N\NC(=O)c2csc3ccccc23)c1C	1.4	20
O=C(C1CCCN1S(=O)(=O)c1cccc2nsnc12)N1CCN(c2ccccc2)CC1 (stereo unspecified)	-0.6	40
CC(=O)NC(c1ccccc1)c1c(O)ccc2ccccc12 (stereo unspecified)	-0.1	15
O=c1c2c3c(sc2nc(NCCO)n1CCc1ccccc1)CCCCC3	-3.3	18
CCOC(=O)c1c(C)[nH]c(C(=O)N2CCN(c3ccc(OC)cc3)CC2)c1C	-0.2	6
O=C(NCCS(=O)(=O)NCc1ccc2c(c1)OCO2)c1ccccc1	-0.4	13
O=c1[nH]nc(C(F)(F)F)c2nnn(Cc3ccccc3Cl)c12	0.4	5
Cc1ccc(N(CC(=O)NCC2CCCO2)C(=O)Cn2nnc(-c3cccs3)n2)cc1 (stereo unspecified)	0.4	18
Cc1nc2ccc(Cl)cn2c1C(=O)NN	-0.1	15

SMILES	STK33 inh	OX1R FRET antag
O=C(c1cc2ccccc2cc1O)N1CCCC(C(F)(F)F)C1 (stereo unspecified)	4.2	18
Cc1ccc(NC(=O)N2CCCC(C(=O)O)C2)cc1 (stereo unspecified)	0.4	1
O=C(Nc1ccn(Cc2ccccc2)n1)c1ccc(F)cc1	0.8	14
COc1ccc(-c2csc3nc(-c4ccccc4OC)oc(=O)c23)cc1	-1.4	15
COCCN(C)C(=O)CC1C(=O)NCCN1CC(c1ccccc1)c1ccccc1 (stereo unspecified)	-2.4	2
COC(=O)C1=CN(c2cccc(C(F)(F)F)c2)C=C(C(=O)OC)C1c1ccc(O)c(OC)c1	5.3	1
COc1ccc(-c2cn(-c3cccc(C)c3)c(=O)[nH]2)cc1OC	-0.6	9
CC(=O)c1cccc(NC(=O)Cn2cc3c(n2)CCCC3)c1	0.0	7
CC(=O)c1ccc(Oc2ccc(C(=O)c3ccc(C)c(C)c3)cc2[N+](=O)[O-])cc1	-0.4	18
Cc1ccsc1C(=O)N(C)C1CCS(=O)(=O)C1 (stereo unspecified)	-1.3	3

Compound profiles, as listed above. Values in the order: STK33 inh | OX1R FRET antag
COc1ccc(C(=O)OCc2cc(=O)n3c(C)csc3n2)cc1F across the screens: -1.1 | 7
CCNc1nc(NCC)nc(SCCOC(=O)COc2ccc(Cl)cc2Cl)n1 across the screens: -0.5 | 10
CCCN1CN(Cc2ccco2)c2nc3ccccc3n2C1 across the screens: 0.0 | 11
O=C(NCCS(=O)(=O)NCc1ccc2c(c1)OCO2)c1ccccc1 across the screens: -0.4 | 13
CCCN1C(=O)S/C(=C/c2ccc(N3CCOCC3)o2)C1=O across the screens: 0.2 | 30

Remaining list, next part
SMILES	STK33 inh	OX1R FRET antag
CCOc1ccc2nc(COC(=O)c3ccncc3)c(C(=O)c3ccccc3)[n+]([O-])c2c1	0.2	13
COc1ccc(/C=C2\Sc3ccc(C(=O)N4CCc5ccccc5C4)cc3N(C)C2=O)cc1	/	14
CCN(CC)c1ccc(N2C(=NC(=O)C3CC3)SC3CS(=O)(=O)CC32)cc1 (stereo unspecified)	0.3	10
O=C(O)COc1ccccc1/C=N/Nc1ccc(S(=O)(=O)N2CCOCC2)cc1[N+](=O)[O-]	-0.2	63*
O=C(O)CCC(NC(=O)OCc1ccccc1)C(=O)O (stereo unspecified)	1.8	-4
Cn1cc(CNCCN2CCCCC2=O)c(-c2cccc(Cl)c2)n1	-0.9	8
Cc1cc(OC(=O)c2ccc(Cl)cc2)cc(=O)n1C	2.6	17
O=C(CN1CCC(C(O)(c2ccccc2)c2ccccc2)CC1)Nc1cc(Cl)ccc1Cl	-0.1	-7
CC1(C)C2CCC1(C)C1(C2)NC(=O)c2ccccc2O1 (stereo unspecified)	/	9
COC(=O)NNC(=O)COc1ccccc1C	-1.1	8

SMILES	STK33 inh	OX1R FRET antag
Cc1ccc2cc(CN(CC3CCCO3)S(=O)(=O)c3ccccc3)c3nnnn3c2c1 (stereo unspecified)	-1.1	-1
CN1CCN(NC(=O)c2cc(-c3cccc(Cl)c3)nc3ccccc23)CC1	-0.4	18
COc1ccccc1OCCSc1nc(N)cc(N)n1	-1.2	9
CCOC(=O)C1(CC2CCCCO2)CCN(C(=O)Nc2ccc(SC)cc2)CC1 (stereo unspecified)	-0.9	3
C=CCn1c(Oc2ccccc2F)nc2c1c(=O)n(C)c(=O)n2C	1.5	6
CC(C)N(C)Cc1nnnn1CC(=O)NCCc1cccc(C(F)(F)F)c1	-1.0	16
CS/C(=C/[N+](=O)[O-])Nc1cccc2c1C(C)CC2(C)C (stereo unspecified)	-2.3	13
CCCCC(=O)Nc1ccc2c(c1)C(=O)NC2=O	1.5	16
CCS(=O)(=O)Nc1ccc2[nH]c(=O)[nH]c2c1	0.7	25
O=c1c(Cc2c(F)cccc2Cl)c(O)ccn1Cc1ccc(F)cc1	-2.0	12

Reprinted from the part before: 2 compounds, then new ones.
SMILES	STK33 inh	OX1R FRET antag
CCS(=O)(=O)Nc1ccc2[nH]c(=O)[nH]c2c1	0.7	25
O=c1c(Cc2c(F)cccc2Cl)c(O)ccn1Cc1ccc(F)cc1	-2.0	12
COc1cc2c(cc1OC)C(c1ccc3c(c1)OCO3)C1=C(CC(C)(C)CC1=O)N2 (stereo unspecified)	0.4	18
O=S(=O)(Nc1ccc(-c2csc(-c3ccccc3)n2)cc1)c1ccc(F)cc1	0.8	13
Cn1nc(C(=O)N2CCN(c3ccccn3)CC2)c2ccccc2c1=O	0.5	23
c1ccc(-c2nnc(CSc3nnc(-c4cccs4)o3)o2)cc1	-0.4	15
Cc1ccc2nc(COc3ccc(N(C)S(=O)(=O)c4ccccc4)cc3)cc(=O)n2c1	-2.1	19
CCc1cccc(NC(=O)c2sc3nc4n(c(=O)c3c2C)CCC4)c1	-0.4	27
CCn1c(SCC(=O)NCc2ccco2)nnc1C(C)C	-2.0	26
CCCCn1c(N)c(N(CCC(C)C)C(=O)c2ccc(N3CCCC3=O)cc2)c(=O)[nH]c1=O	-1.6	19
CCOc1ccc(C(=O)CCC(=O)N(CC)CC(=O)Nc2c(F)cccc2F)cc1	0.3	21
COc1cccc(NC(=O)CN(C)CC(=O)Nc2ccc3c(c2)CCC3)c1	0.6	25
